Compound activity from PubChem.
Giardia FBPA inh – Giardia lamblia aldolase inhibition. purified Giardia FBPA. Potency, µM (titrated, usually from 59.6 µM), without a hit: top-dose activity, negative = inhibition, hits mostly inhibitors. 0.71% of 290,000 active. AID 2451; also: potency is read from the fitted curve at half-maximal effect; % is scaled to controls: 0 for no effect and ±100 for the full control effect; nearly all actives have a fitted effect of over 55% in size
Target sequence (A8B2U2 whole entry, looked up): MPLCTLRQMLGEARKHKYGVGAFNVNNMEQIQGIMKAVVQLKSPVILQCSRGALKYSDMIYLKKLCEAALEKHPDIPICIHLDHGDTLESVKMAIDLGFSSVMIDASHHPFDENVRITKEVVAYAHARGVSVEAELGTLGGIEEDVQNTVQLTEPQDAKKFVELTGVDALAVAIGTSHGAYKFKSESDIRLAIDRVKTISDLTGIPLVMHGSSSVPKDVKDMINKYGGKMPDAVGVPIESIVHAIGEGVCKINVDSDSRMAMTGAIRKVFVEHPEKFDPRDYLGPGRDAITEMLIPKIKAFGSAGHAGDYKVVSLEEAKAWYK
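Giardia FBPA (40 nM reagent) was preincubated 10 min at RT with compound (up to 57.5 uM final), then substrate plus GAPDH/TPI/NAD/arsenate coupling system with diaphorase/resazurin was added; resorufin fluorescence (525/598 nm) was read after 20 min.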
Pf growth 96h – P. falciparum growth inhibition at 96 hour, primary screen for plastid delayed-death inhibitors; P. falciparum luciferase reporter growth, 96 h; Potency, µM (highest dose often 28.7 µM), without a hit: at the top dose activity change, negative = inhibition, hits mostly inhibitors; 6.9% of 320,000 active; AID 504834; also: potency is read from the fitted curve at half-maximal effect; % is scaled to controls: 0 for no effect and ±100 for the full control effect
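Plates of compound plus infected erythrocytes (2% hematocrit, 0.05% parasitemia final) incubate 96 hours, 37 C, 5% CO2. Detection reagent added; reduced luminescence from the parasites' luciferase reporter flags inhibition.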
CHX counter – counter-screen for Shiga toxin inhibitors: cycloheximide protein synthesis inhibition | 12% of 300,000 active | max response, % | cell reporter, cycloheximide protein synthesis inhibition counterscreen; in the data active = max response mostly above about 13%, no sharp cut-off; inactive = mostly below about 14%; also: read at 38.3 µM for the half of the compounds with a filed dose; 0% is about no effect
Shiga inhibitor – blocks Shiga toxin action in Vero cells. Vero cells, Shiga toxin protein synthesis inhibition reporter. inhibition, % at 38.7 µM. 9.2% of 290,000 active. AID 2315; in the data active = inhibition mostly above about 28%, no sharp cut-off; inactive = mostly below about 43%; also: 0% is about no effect
Pf growth 48h – inhibits P. falciparum growth in the first generation, 48 h; AID 504832; 5.9% of 310,000 active; Potency, µM (highest dose often 28.7 µM), inactives show at the top dose activity change, negative = inhibition, most hits filed as inhibitors; P. falciparum luciferase growth in erythrocytes, 48 h; also: potency is read from the fitted curve at half-maximal effect; % is scaled to controls: 0 for no effect and ±100 for the full control effect
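Here the parasites carry a stable luciferase gene and grow inside erythrocytes in Albumax-based RPMI medium with compound for one erythrocytic cycle. Activity is scored as loss of luminescent signal.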
Sm TGR inh – S. mansoni TGR enzyme inhibition. Q962Y6. purified TGR, DTNB reduction, TNB absorbance 405 nm. Potency, µM (series often up to 114 µM), for inactives: at the highest dose activity change, negative = inhibition, hits mostly inhibitors. 3% of 360,000 active; also: potency is read from the fitted curve at half-maximal effect; % is scaled to controls: 0 for no effect and ±100 for the full control effect; nearly all actives have a fitted effect of over 60% in size
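TGR 20 nM + NADPH 100 uM (dispensed conc.), cpd preinc 15 min RT; start with NADPH (500 uM addition) then DTNB (15 mM addition). Kinetic TNB absorbance, 405 nm filter. Four-parameter Hill fit across titration.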
Numbers without * were called inactive; ? = inconclusive; · = not tested or not shown; [ ] = remark or other dose. Unless noted, calls follow the shape of the dose curve; as a rule, active = well fitted curve in the direction sought with a large enough effect; inconclusive = small, poorly fitted or top-dose-only effect, or another doubt; inactive = no such curve, though single readings can be large; an effect the other way counts as inactive or inconclusive.

SMILES | Giardia FBPA inh | Pf growth 96h | CHX counter | Shiga inhibitor | Pf growth 48h | Sm TGR inh
CCn1c(=O)cc(OCC(=O)NC(C)c2ccc3c(c2)OCCO3)c2ccccc21 (stereo unspecified) | 4% | 6% | 5 | -14 | · | 12%
S=C1NCN(CCc2ccccc2)CN1 | -1% | 6% | -2 | 23 | 15% | -1%
O=C(CN1CCCN(Cc2ccc(F)cc2Cl)C1=O)NC1CCCCCC1 | -1% | ? | 0 | 18 | · | 1%
O=C(Cn1cc([N+](=O)[O-])ccc1=O)NCC1COc2ccccc2O1 (stereo unspecified) | · | -12% | · | · | -6% | ?
COc1cccc(-c2nnc(SC(C(=O)c3c[nH]c4ccccc34)c3ccccc3)n2C)c1 (stereo unspecified) | -4% | 13µM* | -1 | -9 | 13µM* | -11%
COc1ccc(C2NC(=S)NC3=C2CCCC3=C2SCCS2)cc1 (stereo unspecified) | 6% | ? | 1 | 1 | ? | -9%
O=C(CC1C=Cc2ccccc2N1C(=O)c1ccccc1)c1ccccc1 (stereo unspecified) | -8% | 0.59µM* | 1 | 11 | ? | -3%
O=C1C[C@H](c2ccc3ccccc3c2)N1S(=O)(=O)c1ccccc1[N+](=O)[O-] | 11% | · | 15 | -5 | · | ·
CC(C)C(=O)NC(=S)Nc1ccc(S(=O)(=O)Nc2nccs2)cc1 | 8% | -9% | 0 | -12 | -3% | ·
Cc1cc(OC(=O)c2ccccc2)n(CCC#N)n1 | -13% | · | -3 | -3 | 26% | ?
NC(=O)c1ccc(NS(=O)(=O)c2ccccc2F)cc1 | 5% | -21% | -4 | -3 | -1% | 4%
Cc1cc(C)nc(NS(=O)(=O)c2ccc(N=Cc3c(O)n(C)c(=O)n(C)c3=O)cc2)n1 | -4% | 33%[activator] | -4 | 1 | -2% | ·
COc1ccc(-c2csc(Nc3ccc(S(=O)(=O)Nc4cc(C)on4)cc3)n2)cc1C | -5% | ? | -1 | -30 | ? | ·
COC(=O)C1=C(C)N(c2ccc(OC)cc2)C(C)=C(C(=O)OC)C1c1ccc(OC)cc1 | -3% | ? | 3 | 28 | ? | 5%
Cc1cc(C)cc(C(=O)OCC(=O)Nc2cccc(S(=O)(=O)NC3=NCCCCC3)c2)c1 | 1% | 4% | -1 | -5 | 7% | -15%
CC(C)(C)c1nc2cc(Cl)c([N+](=O)[O-])cc2o1 | 0% | 83%[activator] | -3 | -8 | 11% | 0%
CC(C)N1C(=O)CSC1c1ccc(Br)cc1 (stereo unspecified) | 4% | ? | -4 | -5 | -12% | 0%
CNS(=O)(=O)c1cccc(C(=O)OCC(=O)Nc2cc(F)ccc2F)c1 | 0% | 18%[5.75 µM] | 4 | -3 | 17% | 16%
CCOC(=O)c1cnc2ccc(C)cc2c1N(C)Cc1ccccc1 | -6% | ? | 2 | 22 | ? | 12%
Cc1nn2cc(-c3ccc(N)cc3)nc2s1 | -1% | 1% | 35* | 69* | 19% | -17%

Part of the list above, as labelled records:
CC(C)N1C(=O)CSC1c1ccc(Br)cc1 (stereo unspecified)
  Giardia FBPA inh: 4% | Pf growth 96h: ? | CHX counter: -4 | Shiga inhibitor: -5 | Pf growth 48h: -12% | Sm TGR inh: 0%

CNS(=O)(=O)c1cccc(C(=O)OCC(=O)Nc2cc(F)ccc2F)c1
  Giardia FBPA inh: 0% | Pf growth 96h: 18%[5.75 µM] | CHX counter: 4 | Shiga inhibitor: -3 | Pf growth 48h: 17% | Sm TGR inh: 16%

CCOC(=O)c1cnc2ccc(C)cc2c1N(C)Cc1ccccc1
  Giardia FBPA inh: -6% | Pf growth 96h: ? | CHX counter: 2 | Shiga inhibitor: 22 | Pf growth 48h: ? | Sm TGR inh: 12%

Going on with the list.
SMILES | Giardia FBPA inh | Pf growth 96h | CHX counter | Shiga inhibitor | Pf growth 48h | Sm TGR inh
COc1ccc(N2C(=O)c3ccccc3NC23CCC(C)CC3)cc1 (stereo unspecified) | 7% | · | 32* | 54 | 108%[activator] | -9%
Cc1cc(C(=O)OCCN2C(=O)c3ccccc3C2=O)c2ccccc2n1 | 0% | 15% | -4 | -32 | 10% | 7%
Cc1ccc(NC(=O)c2snc3c(=O)[nH]cnc23)cc1C | -2% | -23% | -3 | -25 | · | 1%
Cc1nnsc1C(=O)Nc1cccc(Cl)c1Cl | 0% | -16% | 1 | 1 | -1% | 0%
COc1cc2c(cc1OC)C(c1ccccc1)N(C(=O)c1cccc(S(C)(=O)=O)c1)CC2 (stereo unspecified) | 2% | ? | -5 | -12 | -24% | 0%
Cc1cc(C)c2c(c1)/C(=N\N=c1\sc3ccccc3n1C)C(=O)N2 | -3% | ? | -1 | 28 | ? | 16%
O=C(NCSc1ccnc(SCNC(=O)c2ccccc2)n1)c1ccccc1 | 5% | 18% | -3 | -3 | -20% | ?
NC(=O)c1ccc(NC(=O)CS(=O)(=O)c2cn(CC(=O)N3CCCC3)c3ccccc23)cc1 | -3% | ? | 1 | 21 | -19% | ?
CCC(C)(C)C1CCC(=NNC(=O)c2ccoc2C)CC1 (stereo unspecified) | 0% | 130%[activator] | 56* | 69* | · | 4%
CCCCC(=O)Nc1cccc(NC(=O)c2ccc(Br)cc2)c1 | 3% | 130%[activator] | 2 | -8 | 15% | 2%
CCSc1nsc(NC(=O)Nc2ccccc2F)n1 | -1% | ? | 33* | 30* | 66%[activator] | 10%
CNCCc1ccc(OC)c(OC)c1 | 17% | 70%[activator] | -7 | -4 | 39%[activator] | ?
Cc1cc(C)c(CSc2ncc(-c3ccc([N+](=O)[O-])cc3)[nH]2)c(C)c1 | -2% | ? | 14 | -1 | ? | 12%
O=C(CN1CCC(O)CC1)N1c2ccccc2C=Cc2ccccc21 | -6% | 2% | 5 | 1 | -13% | -18%
COc1cccc(NC(=O)CN(C)C(=O)c2c(C)nn(Cc3ccc(C)cc3)c2Cl)c1 | · | -28% | · | · | ? | 0%
O=C(NCC1CCCO1)c1cc(C(=O)C2CCCCC2)c[nH]1 (stereo unspecified) | 5% | ? | 13 | 22 | ? | -2%
COc1ccccc1NC(=O)c1c(C)nn(-c2ccccc2)c1Cl | 10% | -18% | 14* | 13 | -28% | -7%
CNCCC=C1c2ccccc2CCc2ccccc21 | -12% | 9.5µM* | -3 | -3 | 11µM* | -16%
Cc1csc(NC(=O)CCc2c(C)nc3cc(-c4ccc(Cl)cc4)nn3c2C)n1 | -2% | 15µM* | 1 | 13 | ? | -1%
O=C(CSc1nc2ncccc2[nH]1)Nc1ccc2c(c1)OCCO2 | ? | · | 26* | 16 | 14% | 5%
CC1CCN(c2ccc3c(c2)S(=O)(=O)c2cccc(C(=O)NCc4ccc(F)cc4)c2C3=O)CC1 | · | 35%[activator] | · | · | -14% | 0%
O=C(NNC(=O)c1ccccc1-n1cccc1)c1ccccc1 | 2% | 76%[activator] | -3 | 31 | 19% | 9%
CSc1ccc(NC(=O)c2cccnc2)cc1C#N | 1% | -5%[5.75 µM] | 13 | 51* | 22% | -5%
COc1cc(OC)cc(C(=O)N(Cc2cc3cc(C)ccc3[nH]c2=O)C(C)C)c1 | -30% | ? | 1 | 1 | ? | 3%
CC(=O)c1c[nH]c(C(=O)NCC2CCCO2)c1 (stereo unspecified) | 8% | 46%[activator] | -2 | -5 | 11% | 6%
Nc1nonc1-n1nnc(C(=O)N/N=C/c2cccc(Cl)c2Cl)c1CN1CCCC1 | -9% | 11% | -2 | -5 | 2% | 1%
CC(C)NC(=O)c1cc2c(s1)CCCC2 | -13% | 36%[activator] | 18* | 44* | 33%[activator] | 0%
Cc1csc(NC(=O)CSc2nnc(-c3cc(C)on3)o2)n1 | -2% | 18% | 15* | 40 | 31%[activator] | -8%
CC(=O)N1CCC(=O)N(C(C)C)c2ccccc21 | -3% | ? | -1 | -13 | 30% | 12%
Cc1ccc(S(=O)(=O)NCCSc2ncccn2)cc1 | 6% | ? | -2 | -6 | ? | 0%
COc1ccc(OC)c2c1CC(C)(C)NC2=O | 1% | ? | -6 | -5 | 0% | -3%
O=C(COC(=O)c1ccc([N+](=O)[O-])o1)c1ccccc1 | -9% | ? | 3 | 16 | -2% | -22%
CCN(CC)C(=O)c1ccc(NC(=O)CCCSc2ccccc2)cc1 | 0% | -4% | 5 | -12 | ? | 4%
OCCCN1c2ccccc2Nc2nnc(-c3ccccc3)cc21 | -6% | 58%[activator] | 37* | 57* | 261%[activator] | 14%
COc1ccc(C(CNC(=O)c2ccc(NS(=O)(=O)c3ccccc3)cc2)N2CCOCC2)cc1 (stereo unspecified) | · | ? | · | · | ? | 1%
Fc1ccc(CSc2ccc3nnc(-c4cccnc4)n3n2)cc1 | 0% | ? | -4 | -7 | -10% | 3%
OCCCNCc1ccc(-c2ccccc2)cc1 | -1% | 13% | 1 | 30 | ? | ·
O=C(COc1ccc(Cl)cc1)NN=C1CCCCCCC1 | 5% | -11% | -3 | 12 | -9% | 16%
COCCn1nnnc1C(c1ccc(OC)cc1OC)N1CCN(c2ccccc2)CC1 (stereo unspecified) | ? | ? | -1 | -15 | 0% | 3%
CN(C(=O)C12CC3CC(CC(C3)C1)C2)C1(C)CCS(=O)(=O)C1 (stereo unspecified) | 6% | · | -5 | -12 | -15% | 5%
CC1(C)CC(=O)C=C(NCCc2ccc(S(N)(=O)=O)cc2)C1 | 1% | · | -1 | -13 | 13% | -1%
CCN(c1cccc(C)c1)S(=O)(=O)c1ccc2c(c1)NC(=O)CS2 | -12% | ? | -8 | -11 | -14% | 6%
Cc1ccc(NC(=O)CCS(=O)(=O)c2cccc3nonc23)c(Br)c1 | -1% | 3% | 13 | -2 | 10% | 32µM*
O=C(Cn1c(=O)n(-c2ccc(F)cc2)c(=O)c2sccc21)N1CCCC1 | 7% | ? | 5 | -9 | 4% | 9%
O=C(Nc1ccccc1N1CCN(C(=O)c2ccc(Cl)cc2)CC1)c1cccc([N+](=O)[O-])c1 | · | -20% | 9 | -18 | -7% | -3%
CCCN(CC(=O)Nc1ccccc1C)C(=O)c1ccc(N2CCCC2=O)cc1 | · | ? | · | · | -7% | 0%
O=C(NCC1CCCO1)c1cncc(Br)c1 (stereo unspecified) | -2% | 25% | -1 | -9 | ? | 8%
CN(C)C(=O)N1CCN(C(=O)N(C)C)CC1 | -2% | · | 0 | 0 | 1% | 7%
O=C(CSc1ccc(-c2ccccc2)nn1)NCC1CCCO1 (stereo unspecified) | -5% | 31%[activator] | 9 | 21 | 0% | 6%
O=C(NC1CCCCC1)c1ccccc1NC(=O)C1CC(=O)N(c2ccccc2)C1 (stereo unspecified) | 1% | ? | -3 | 11 | -23% | 0%
The list continues.
SMILES | Giardia FBPA inh | Pf growth 96h | CHX counter | Shiga inhibitor | Pf growth 48h | Sm TGR inh
CC(C)CNC(=O)C1CCN(Cc2ccc(OCc3ccccc3)cc2)CC1 | -16% | 40%[activator] | 27* | 79* | 8% | -14%
C=CCN1C(=O)C(Cc2cccc(Cl)c2)S/C1=N/N=C/c1ccco1 (stereo unspecified) | -7% | ? | 7 | -4 | ? | -6%
O=C(c1cc2ccccc2o1)N(Cc1ccco1)Cc1cccs1 | · | 0% | · | · | ? | 32µM*
COc1cc2c(cc1OC)C(C)N(C(=O)Cn1ncc3c1-c1ccccc1OC3)CC2 (stereo unspecified) | 3% | ? | -5 | -13 | ? | 6%
CC(C)[C@H](NC(=O)[C@H](Cc1ccccc1)n1c(=O)[nH]c2ccccc2c1=O)C(=O)N1CCC[C@@H]1C(=O)O | 1% | 14% | 0 | -4 | 22% | -18%
Cn1cc(S(=O)(=O)NCc2cccs2)c(=O)n(C)c1=O | -1% | 6% | -1 | -7 | · | 5%
